# Screening results: PubChem BioAssay, several laboratories
# Rac1 wt GTP bind: alters GTP binding to wildtype human Rac1; P63000; GST-Rac1 beads, fluorescent GTP binding, flow cytometry; actives lie on both sides; 0 = cold GTP competed, 100 = untreated; GTP binding activity (% of control), % at 10 µM; actives 0.27% (n = 190,000); AID 757;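 active = GTP binding activity at least 20 points away from the 100% control level, either lower or higher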
# ABCG2 block: blocks JC-1 efflux by human ABCG2 transporter; Q9UNQ0; IgMXP3 cells, flow cytometry; inhibition, % at 6.6 µM; actives 0.1% (n = 190,000); AID 1325;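 active = inhibition above 80%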;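 note: 0% = DMSO and 100% = nicardipine control wells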
# Target sequence (Q9UNQ0 whole entry, looked up): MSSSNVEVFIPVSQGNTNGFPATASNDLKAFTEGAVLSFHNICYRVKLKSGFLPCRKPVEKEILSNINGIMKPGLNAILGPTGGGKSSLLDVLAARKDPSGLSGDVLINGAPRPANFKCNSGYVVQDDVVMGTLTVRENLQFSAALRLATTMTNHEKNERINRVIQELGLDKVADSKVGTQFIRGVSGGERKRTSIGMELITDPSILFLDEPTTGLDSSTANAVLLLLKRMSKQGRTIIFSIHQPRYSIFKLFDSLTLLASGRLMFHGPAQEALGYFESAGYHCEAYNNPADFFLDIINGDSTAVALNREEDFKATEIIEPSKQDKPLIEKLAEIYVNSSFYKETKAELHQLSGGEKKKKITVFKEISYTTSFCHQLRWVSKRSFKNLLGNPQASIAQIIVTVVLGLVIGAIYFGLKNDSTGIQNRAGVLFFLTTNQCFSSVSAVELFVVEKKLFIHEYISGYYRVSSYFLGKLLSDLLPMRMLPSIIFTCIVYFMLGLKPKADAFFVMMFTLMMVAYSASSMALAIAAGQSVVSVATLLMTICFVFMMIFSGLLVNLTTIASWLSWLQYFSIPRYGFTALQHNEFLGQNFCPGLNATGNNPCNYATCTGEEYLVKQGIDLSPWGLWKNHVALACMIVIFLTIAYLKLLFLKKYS
#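 Test system: IgMXP3 (ABCG2) plus far-red-tagged CCRF-Adr (ABCB1) cells / Amount: 3 million cells/mL in well / Reagent: JC-1 transporter substrate / Timing: 10 min compound exposure, 25 °C / Signal: flow cytometry, 530 nm JC-1 signal / Read-out: percent efflux inhibition, scaled nicardipine 100% to DMSO 0% / Benchmarks: nicardipine as high control, DMSO as low control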
# HRas wt GTP bind: modulators of GTP binding to human HRas wildtype | P01112 | GST-Ras wt beads, Bodipy-FL-GTP binding, flow cytometry; actives lie on both sides | GTP binding activity, % at 10 µM | AID 759 | actives 0.14% (n = 190,000);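 active = GTP binding activity at least 20% away from the 100% baseline, either lowered as inhibitor or raised as activator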;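 note: 0% = unlabeled GTP competition control and 100% = no-compound control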
# Target sequence (P01112 whole entry, looked up): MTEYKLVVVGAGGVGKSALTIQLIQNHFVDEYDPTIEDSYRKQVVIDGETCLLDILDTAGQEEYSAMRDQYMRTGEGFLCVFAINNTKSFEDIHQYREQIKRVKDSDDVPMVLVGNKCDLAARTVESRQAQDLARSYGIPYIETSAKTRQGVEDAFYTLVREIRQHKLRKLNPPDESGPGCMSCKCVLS
# ABCB1 inh: blocks JC-1 efflux by human ABCB1 transporter; P08183; CCRF-Adr cells, flow cytometry; inhibition, % at 6.6 µM; actives 0.067% (n = 190,000); in the data active = inhibition above about 40%;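 note: 0% = vehicle and 100% = reference inhibitor; higher value means more JC-1 retained so stronger ABCB1 efflux block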
# Rab7 wt modul: dog Rab7 wildtype GTP binding, inhibitors and activators | GST-Rab7 beads, fluorescent GTP binding, flow cytometry; actives lie on both sides; untreated = 100%, excess cold GTP = 0% | GTP binding activity (percent of control), % at 10 µM | actives 0.055% (n = 190,000) | AID 758;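 active = fluorescent GTP binding to Rab7 beads changed by at least 20 points from the 100% baseline, either direction, mostly lower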;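 note: median green fluorescence of bound Bodipy-FL-GTP per Rab7 bead population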
# Cdc42 wt GTP: changes GTP binding to wildtype human Cdc42 | P60953 | GST-Cdc42 beads, Bodipy-GTP binding, flow cytometry; actives lie on both sides | percent activity (GTP binding), % at 10 µM | actives 0.2% (n = 190,000);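 active = percent activity GTP binding at least 20 points away from the 100% baseline, either down as inhibitor or up as activator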;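 note: median bead fluorescence of bound Bodipy-FL-GTP at 100 nM; 0% = excess unlabeled GTP control and 100% = no compound control; below 100% means less GTP binding so inhibitor and above means activator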
# Target sequence (P60953 whole entry, looked up): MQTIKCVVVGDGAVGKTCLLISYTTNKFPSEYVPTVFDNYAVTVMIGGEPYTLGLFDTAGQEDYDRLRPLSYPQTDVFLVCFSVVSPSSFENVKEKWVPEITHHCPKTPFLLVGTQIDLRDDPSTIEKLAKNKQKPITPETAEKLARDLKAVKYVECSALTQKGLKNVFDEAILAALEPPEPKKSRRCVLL
# Pf gametocyte: inhibitors of late stage P. falciparum gametocyte viability; P. falciparum stage V gametocytes, ATP luminescence, 24 h; inhibition, % at 10.9 µM; actives 0.065% (n = 150,000); AID 743093;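 active = inhibition above the mean plus 3 SD of compounds within the control limits, set per campaign, cut at about 38% in these data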;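 note: 0% = DMSO wells and 100% = medium only without gametocytes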
# GSH fluor: compound fluoresces at 488/530 nm on GSH beads | GSH beads flow cytometry, compound fluorescence 488/530 nm; hits give high values | fluorescence (KMESF) at 10 µM | actives 0.25% (n = 190,000) | AID 1776; in the data active = fluorescence above about 89;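 note: glutathione beads carrying GST-tagged Bcl family fusion proteins plus one bare bead set; values are compound well signal with DMSO vehicle wells as background; inactives centre near 16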
# Rab2A wt mod: changes GTP binding to wildtype dog Rab2A, up or down. P61105. GST-Rab2 wt beads, Bodipy-GTP binding, flow cytometry. GTP binding activity, % at 10 µM. actives 0.19% (n = 190,000). AID 760;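 active = GTP binding activity at least 20 points away from 100%, either lowered or raised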;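 note: 0% = beads with excess unlabeled GTP and 100% = no-compound control corrected for plate trend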
# Rac1 mut GTP: human Rac1 activated mutant GTP binding change | P63000 | GST-Rac1 activated beads, fluorescent GTP binding, flow cytometry; actives lie on both sides; 100% means binding = to untreated wells | percent activity (GTP binding), % at 10 µM | actives 0.11% (n = 190,000);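 active = GTP binding at least 20 percentage points away from the 100% baseline, in either direction, so actives lie on both sides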
# Avidin fluor: avidin bead compound fluorescence profile. Avidin beads, compound fluorescence 488/530 nm, flow cytometry; hits give high values. fluorescence (KMESF) at 10 µM. actives 0.38% (n = 220,000). AID 1775; in the data active = fluorescence above about 47; note: inactives centre near 10
# * hit, by the source's call; x = no result given.
SMILES,Rac1 wt GTP bind,ABCG2 block,HRas wt GTP bind,ABCB1 inh,Rab7 wt modul,Cdc42 wt GTP,Pf gametocyte,GSH fluor,Rab2A wt mod,Rac1 mut GTP,Avidin fluor
COc1ccc(C(=O)/C=C/c2ccc(OC3CSC3)cc2)cc1OC,99,3,97,0.5,95,96,13,5,94,98,13
O=C(NCC1CCCO1)c1ccccc1-c1nc(-c2ccc(F)cc2)no1 (stereo not given),98,5,98,1.2,94,99,-8,52,96,96,8
O=C(CN1CCOCC1)N1CCc2ccccc2C(c2ccccc2)C1 (stereo not given),94,0,96,0.2,99,94,x,35,97,97,2
COc1ccc(S(=O)(=O)N(CC(=O)N2CCN(C)CC2)c2ccccc2)cc1OC,89,11,92,0.8,91,93,-8,40,91,91,11
COc1ccc(C(C(=O)NCC2CCCO2)N(C(=O)CNC(=O)c2cccs2)c2ccc(C)cc2)cc1OC (stereo not given),104,0,101,0.0,104,98,-4,21,98,96,12
CCOCCn1c(CN(Cc2ccccc2)Cc2ccccc2)nc2c1c(=O)n(C)c(=O)n2C,103,4,99,1.5,99,104,x,15,100,99,20
COc1cccc(CNC(=O)c2ccc(CS(=O)(=O)Cc3ccc(C)cc3)o2)c1,102,12,102,1.6,104,102,-9,21,102,96,12
CCOC(=O)C(=O)c1csc(NC(=O)CCSc2ccc(C)cc2)n1,99,25,101,1.5,102,99,-13,20,98,94,5
CC1CCCN(c2ccc(C(=O)Nc3cccnc3)cc2[N+](=O)[O-])C1 (stereo not given),97,10,95,1.1,97,100,-14,27,96,98,12
O=C(OCC(=O)c1ccc[nH]1)c1ccccc1,92,0,94,-0.3,98,91,5,9,95,94,10
O=C(Cn1c(=O)oc2ccccc21)Nc1ccc2c(c1)OCCO2,94,1,97,0.5,94,98,x,17,96,95,9
O=c1c2ccccc2c2ccccc2c(=O)n1CC1CCCO1 (stereo not given),97,1,96,0.3,93,95,5,252*,96,95,4
COCCNC(=S)NN=C1CCC(c2ccccc2)CC1 (stereo not given),100,0,95,0.3,92,92,-1,16,92,94,10
Clc1cccc(CSc2nnc(-c3ccccn3)n2Cc2ccco2)c1,98,5,104,1.5,101,101,-8,21,105,98,12
CC(C)NC(=O)CN(CCc1ccccc1)S(C)(=O)=O,99,5,100,0.6,100,100,x,30,101,99,16
Cc1c(/C(O)=C2/C(=O)C(=O)N(CCN3CCOCC3)C2c2cccs2)cnn1-c1ccccc1 (stereo not given),101,1,96,0.1,98,98,-25,18,96,94,7
COc1ccc(-c2cccc(C(=O)NCC(=O)O)c2)cc1,102,-1,99,-0.3,98,102,x,15,98,98,6
COc1ccc(-c2cc(-c3nnc(-c4ccncc4)o3)c3ccccc3n2)cc1,104,-4,101,-0.5,98,104,-5,7,99,101,14
CCOc1ccc(NC(=O)CSc2nnnn2CC(=O)O)cc1,101,9,99,0.4,98,101,x,24,99,96,30
COc1ccc2ccccc2c1CN1CCN(C(=O)c2ccccc2)CC1,96,3,97,1.0,95,98,-6,51,97,96,7
COc1ccc(NC(=O)NCc2ccccn2)cc1,105,1,101,0.4,97,98,33,11,100,99,23
Cc1csc2c(=O)n3c(nc12)CCCCC3,99,8,96,0.5,97,95,-1,38,97,97,9
CCn1c(SCC(N)=O)nc2sc3c(c2c1=O)CCCC3,99,3,100,0.5,101,99,x,13,100,99,8
CC(C)C1C(C#N)=C(N)Oc2n[nH]c(-c3ccccc3)c21 (stereo not given),102,3,101,0.3,101,100,-4,59,100,100,6
Cc1c(NC(=O)C2CCN(S(=O)(=O)c3ccc(Cl)cc3)CC2)c(=O)n(-c2ccccc2)n1C,105,4,102,0.5,101,106,17,10,102,101,12
Cc1ccc(CNC(=O)c2nn(C)c(C)c2[N+](=O)[O-])cc1,102,0,100,0.0,99,100,-25,9,98,98,2
Cc1ccc(P(=O)(CC(=O)O)c2ccc(C)cc2)cc1,98,0,99,0.1,100,98,7,27,98,98,22
COc1ccccc1OCCSc1nnnn1-c1ccc(C)cc1,106,2,100,0.4,99,103,x,24,99,100,9
COc1ccc(/C=N/NC(=O)CO/N=C(\C)c2cccs2)cc1,99,12,100,1.4,102,101,-14,39,99,97,4
CCCOc1ccc(C2C(C(=O)c3ccc(C)o3)=C(O)C(=O)N2Cc2cccnc2)cc1 (stereo not given),95,1,95,0.3,92,91,x,19,91,93,21

# Among those listed so far, two have a Cl atom:
SMILES,Rac1 wt GTP bind,ABCG2 block,HRas wt GTP bind,ABCB1 inh,Rab7 wt modul,Cdc42 wt GTP,Pf gametocyte,GSH fluor,Rab2A wt mod,Rac1 mut GTP,Avidin fluor
Clc1cccc(CSc2nnc(-c3ccccn3)n2Cc2ccco2)c1,98,5,104,1.5,101,101,-8,21,105,98,12
Cc1c(NC(=O)C2CCN(S(=O)(=O)c3ccc(Cl)cc3)CC2)c(=O)n(-c2ccccc2)n1C,105,4,102,0.5,101,106,17,10,102,101,12

# The list continues.
SMILES,Rac1 wt GTP bind,ABCG2 block,HRas wt GTP bind,ABCB1 inh,Rab7 wt modul,Cdc42 wt GTP,Pf gametocyte,GSH fluor,Rab2A wt mod,Rac1 mut GTP,Avidin fluor
C=CCN(c1ccccc1Cl)S(=O)(=O)c1cccc(C(=O)NCCc2ccc(OC)cc2)c1,101,6,99,2.6,100,99,x,9,98,98,6
CC1CCN(c2nc3c(c(=O)n(C)c(=O)n3C)n2Cc2ccccc2)CC1,109,7,104,1.6,106,104,18,61,102,99,12
C=CCn1nc(-c2ccccc2)c2c(C)onc2c1=O,93,-1,95,0.2,100,96,8,12,98,93,9
Cc1ccc(C(=O)Nc2ccc(S(=O)(=O)N3CCc4ccccc43)cc2)o1,102,6,99,1.1,97,101,x,11,98,99,8
Cc1onc(-c2c(Cl)cccc2Cl)c1C(=O)NCCCN1CCOCC1,103,1,98,0.6,103,99,11,36,100,101,11
C=CCSc1nnc(-c2cc3c(-c4ccccc4)nn(C)c3s2)n1C,85,-2,80,1.0,91,80,-2,19,82,89,9
CCn1cc([N+](=O)[O-])c(C(=O)Nc2ccc3c(c2)OCCO3)n1,103,3,105,1.2,103,107,x,23,105,101,12
COc1ccc(CNCCC2(Cc3ccccc3)CC(C)N(C)CC2C)cc1OC (stereo not given),98,3,98,0.1,103,97,x,10,99,97,12
Cc1nn(CC(=O)O)c(C)c1C,100,1,104,0.1,97,105,2,22,103,101,15
O=C(Nc1ccc(O)cc1)C1CC=CCC1 (stereo not given),103,2,104,0.5,99,103,7,11,99,97,13
CCOC(=O)c1sc(NC(=O)c2ccc(OC)cc2)nc1C,100,0,97,0.0,105,97,7,14,98,92,11
Cc1cc(C(=O)N2CCN(c3ncccn3)CC2)cs1,108,8,101,0.7,99,104,17,27,102,100,12
CCC(NC(=O)c1ccc(C#CC2(O)CCCCC2)cc1)C(=O)O (stereo not given),95,8,96,3.1,96,99,1,21,95,98,11
Cc1sc(NC(=O)c2ccccc2)c(C(c2ccc(Cl)cc2)N2CCN(CCO)CC2)c1C (stereo not given),102,7,99,6.2,99,95,13,7,98,101,14
COCc1nnc(SCC(=O)Nc2cccc(Cl)c2C)n1-c1ccccc1,103,16,102,0.6,105,97,x,15,100,100,10
O=C(O)c1cc2cc(OCc3ccccc3)ccc2[nH]1,96,-1,97,-0.1,98,96,x,12,95,96,34
Cc1cccc(C)c1NC(=O)c1cc2c(=O)c3ccccc3oc2nc1C(F)(F)F,101,1,99,0.4,97,98,-1,25,100,97,36
CCOC(=O)c1cccc(NC(=O)c2ccc(N(C)C)cc2)c1,104,5,98,-0.2,94,101,17,2,97,100,11
CCCC(=O)Nc1ccc(NC(=O)C2CC2)cn1,101,1,100,0.1,101,99,4,24,97,98,25
Cc1ccccc1S(=O)(=O)c1cc2ccccc2nc1N,94,0,96,0.0,107,97,-4,13,97,93,9
COc1ccc(OC)c(C2=NO[C@@H]3C(=O)N(c4cc(Cl)ccc4OC)C(=O)[C@H]23)c1,87,1,88,0.3,90,88,3,9,90,90,17
O=C(Nc1nnc(C2CC2)s1)C1Cc2ccccc2CN1S(=O)(=O)c1cccs1 (stereo not given),99,5,101,1.3,103,97,-1,44,99,94,11
Cc1nn(-c2ccc(F)cc2)c(Cl)c1/C=C/C(=O)OCC(=O)Nc1c(F)c(F)c(F)c(F)c1F,98,4,98,0.2,95,100,24,25,98,99,5
COc1ccc(S(=O)(=O)N(C)C)cc1NC(=O)Cc1c[nH]c2ccccc12,99,3,92,-0.1,93,94,-4,15,93,95,13
N#CC(c1ccc(Cl)cc1)c1ccc(Cl)nn1 (stereo not given),99,1,98,0.7,93,99,x,10,95,102,13
CCOC(=O)C1=C(C)N(C)C(C)=C(C(=O)OCC)C1c1cccnc1,100,3,100,0.8,102,102,x,28,99,100,9
CCOc1ccc2nc(SCCNS(=O)(=O)c3ccccc3)sc2c1,102,1,103,0.0,102,101,2,12,100,101,5
COc1ccc(C2C=C(c3ccc(Br)cc3)Nc3nc(N4C(=O)CCC4=O)nn32)cc1 (stereo not given),95,1,94,1.5,95,94,10,27,94,96,23
COCCNC(=O)C(C)N(c1ccc(Oc2ccccc2)cc1)S(C)(=O)=O (stereo not given),105,0,98,0.2,94,102,x,13,100,98,5
CN1CCN(c2nc3c(c(=O)[nH]c(=O)n3C)n2CCSc2nc3ccccc3s2)CC1,102,2,99,-0.1,100,103,x,15,100,100,15
O=C(Nc1ccccc1)c1ccsc1,102,6,96,0.6,102,98,x,6,97,100,3
CC1CCN(Cc2c(C(=O)O)nnn2-c2nonc2N)CC1,100,0,100,0.2,103,97,-11,26,100,98,11
CC1(C)CC(=O)C=C(C(=O)N2CCCC(C(=O)c3cccc(Cl)c3)C2)O1 (stereo not given),101,4,99,1.0,98,100,17,10,98,98,6
O=C(NCCCN1CCN(c2ccccc2F)CC1)C1CCC(=O)N1C1CCCC1 (stereo not given),98,19,98,1.5,101,97,x,14,98,95,7
Cc1noc(C)c1S(=O)(=O)N1CCC(C(=O)NC2CCN(Cc3ccccc3)CC2)CC1,92,-2,95,-1.9,96,95,x,41,95,96,3
O=c1[nH]ncc(N2CCCC2)c1Cl,95,-3,94,-0.8,96,95,x,12,94,93,10
